Rac1 act GTP bind: GTP binding modulators of activated mutant Rac1, primary screen, biochemical, bead-based flow cytometry, multiplex, fluorescent GTP | percent activity (GTP binding), % at 10 µM | AID 764, 2007 | GST-Rac1 activated beads; actives lie on both sides; 100% means binding = to untreated wells | 190,000 tested, 0.11% active;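 active = GTP binding at least 20 percentage points away from the 100% baseline, in either direction, so actives lie on both sides; inconclusive = Compound likely fluorescent itself, or too few beads counted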
Pf gametocyte: late stage P. falciparum gametocyte viability inhibitors, primary screen, ATP luminescence, HTS | P. falciparum stage V gametocytes, 24 h | inhibition, % at 10.9 µM | 150,000 tested, 0.065% active | AID 743093, 2013;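 active = inhibition above the mean plus 3 SD of compounds within the control limits, set per campaign, cut at about 38% in these data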;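 note: 0% = DMSO wells and 100% = medium only without gametocytes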
HRas wt GTP: modulators of GTP binding to HRas wildtype, primary screen, biochemical, bead-based flow cytometry, multiplex; GTPase HRas (Homo sapiens), P01112; GST-Ras wt beads, Bodipy-FL-GTP binding; actives lie on both sides; GTP binding activity, % at 10 µM; 190,000 tested, 0.14% active;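 active = GTP binding activity at least 20% away from the 100% baseline, either lowered as inhibitor or raised as activator; inconclusive = flagged as likely green fluorescent, judged across all proteins in the well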;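 note: 0% = unlabeled GTP competition control and 100% = no-compound control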
Target sequence (P01112 whole entry, looked up): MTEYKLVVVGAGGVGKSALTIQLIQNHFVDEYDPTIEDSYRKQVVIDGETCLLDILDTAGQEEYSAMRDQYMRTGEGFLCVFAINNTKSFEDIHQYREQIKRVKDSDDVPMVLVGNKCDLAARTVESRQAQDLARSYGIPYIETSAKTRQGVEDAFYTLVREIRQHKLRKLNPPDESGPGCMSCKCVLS
Cdc42 wt GTP: modulators of GTP binding to wildtype Cdc42, primary screen, biochemical, multiplex bead flow cytometry, Bodipy-GTP | percent activity (GTP binding), % at 10 µM | 190,000 tested, 0.2% active | GST-Cdc42 beads; actives lie on both sides | Cell division control protein 42 homolog (Homo sapiens), P60953 | AID 761, 2007;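 active = percent activity GTP binding at least 20 points away from the 100% baseline, either down as inhibitor or up as activator; inconclusive = compound flagged as likely green fluorescent from well-wide comparison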;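 note: median bead fluorescence of bound Bodipy-FL-GTP at 100 nM; 0% = excess unlabeled GTP control and 100% = no compound control; below 100% means less GTP binding so inhibitor and above means activator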
Target sequence (P60953 whole entry, looked up): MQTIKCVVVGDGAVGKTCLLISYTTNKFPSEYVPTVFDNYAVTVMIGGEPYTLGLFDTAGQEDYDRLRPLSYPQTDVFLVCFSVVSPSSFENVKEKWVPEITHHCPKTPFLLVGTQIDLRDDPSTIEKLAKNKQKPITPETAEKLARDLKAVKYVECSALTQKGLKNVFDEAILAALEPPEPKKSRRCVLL
ABCB1 block: ABCB1 efflux pump inhibitors, primary screen, cell-based, multiplex, flow cytometry, ABCG2 counter-screen. ATP-dependent translocase ABCB1 (Homo sapiens), P08183. CCRF-Adr cells, JC-1 efflux. inhibition, % at 6.6 µM. 190,000 tested, 0.067% active. AID 1326, 2008; in the data active = inhibition above about 40%;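 note: 0% = vehicle and 100% = reference inhibitor; higher value means more JC-1 retained so stronger ABCB1 efflux block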
Rab7 wt GTP bind: modulators of GTP binding to Rab7, primary screen, biochemical, wildtype, multiplex bead flow cytometry. Rab7 GTPase wild type (dog), Bodipy-FL-GTP binding. GST-Rab7 beads, fluorescent GTP binding; actives lie on both sides; untreated = 100%, excess cold GTP = 0%. GTP binding activity (percent of control), % at 10 µM. 190,000 tested, 0.055% active;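 active = fluorescent GTP binding to Rab7 beads changed by at least 20 points from the 100% baseline, either direction, mostly lower; inconclusive = compound itself probably fluorescent, or too few beads counted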;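 note: median green fluorescence of bound Bodipy-FL-GTP per Rab7 bead population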
ABCG2 inh: ABCG2 efflux pump inhibitors, primary screen, multiplex with ABCB1, IgMXP3 cells, flow cytometry; 190,000 tested, 0.1% active; inhibition, % at 6.6 µM; AID 1325, 2008; JC-1 efflux; Broad substrate specificity ATP-binding cassette transporter ABCG2 (Homo sapiens), Q9UNQ0;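 active = inhibition above 80%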;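 note: 0% = DMSO and 100% = nicardipine control wells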
Target sequence (Q9UNQ0 whole entry, looked up): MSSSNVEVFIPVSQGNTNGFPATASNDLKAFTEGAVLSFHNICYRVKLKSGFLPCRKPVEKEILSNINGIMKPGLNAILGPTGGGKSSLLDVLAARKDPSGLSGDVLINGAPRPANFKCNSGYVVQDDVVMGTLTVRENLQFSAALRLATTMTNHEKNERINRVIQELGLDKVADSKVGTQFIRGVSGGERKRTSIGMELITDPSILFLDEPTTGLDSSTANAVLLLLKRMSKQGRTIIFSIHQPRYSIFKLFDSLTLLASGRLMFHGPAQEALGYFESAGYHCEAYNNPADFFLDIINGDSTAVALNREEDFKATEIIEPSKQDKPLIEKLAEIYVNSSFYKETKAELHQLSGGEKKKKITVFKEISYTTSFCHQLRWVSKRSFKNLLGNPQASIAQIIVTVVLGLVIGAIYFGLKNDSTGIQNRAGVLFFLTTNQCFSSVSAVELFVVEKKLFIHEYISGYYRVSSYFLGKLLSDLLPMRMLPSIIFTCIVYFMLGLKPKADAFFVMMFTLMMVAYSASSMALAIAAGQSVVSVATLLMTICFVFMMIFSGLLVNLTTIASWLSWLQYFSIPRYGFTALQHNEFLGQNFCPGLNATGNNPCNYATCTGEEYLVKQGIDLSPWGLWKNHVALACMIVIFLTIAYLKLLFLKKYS
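Read-out basis: Efflux inhibition in percent versus controls | Test system: ABCG2 IgMXP3 and barcoded ABCB1 CCRF-Adr cell mix | Quantity: 3 million cells/mL in well | Schedule: 10 min at 25 °C | Control set: Nicardipine as high control, DMSO as low control | Reagent: JC-1 as fluorescent efflux pump substrate | Signal: Flow cytometry of retained JC-1 fluorescence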
Avidin bead fluor: green autofluorescence of compounds with avidin beads – biophysical, 488/530 nm, flow cytometry, artefact control, profiling panel; 220,000 tested, 0.38% active; AID 1775, 2009; fluorescence (KMESF) at 10 µM; compound fluorescence 488/530 nm; active compounds read high; in the data active = fluorescence above about 47; note: inactives centre near 10
Rac1 wt modul: wildtype Rac1 GTP binding modulators, primary screen, biochemical, GST-Rac1 beads, flow cytometry, multiplex; GTP binding activity (% of control), % at 10 µM; fluorescent GTP binding; actives lie on both sides; 0 = cold GTP competed, 100 = untreated; 190,000 tested, 0.27% active; Ras-related C3 botulinum toxin substrate 1 (Homo sapiens), P63000;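 active = GTP binding activity at least 20 points away from the 100% control level, either lower or higher; inconclusive = compound flagged as likely green fluorescent, judged across all proteins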
Mcl1-Noxa inh: Mcl-1/Noxa binding inhibitors, primary screen, biochemical, TR-FRET, 1536-well; AID 1022, 2008; Induced myeloid leukemia cell differentiation protein Mcl-1 (Homo sapiens), Q07820; 220,000 tested, 1.5% active; TR-FRET Mcl-1/Noxa peptide binding, 2 h; inhibition, % at 21.7 µM;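 active = compounds that cut the protein-peptide binding signal by more than 50% relative to plate controls in a single-dose test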;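 note: His-tagged Mcl-1 with rhodamine Noxa BH3 peptide and terbium anti-His antibody; 0% = Mcl-1 plus Noxa peptide wells and 100% = peptide-only wells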
Rab2 wt GTP: modulators of GTP binding to Rab2A wildtype, primary screen, biochemical, dog, bead-based flow cytometry, multiplex | Ras-related protein Rab-2A (Canis lupus familiaris), P61105 | GST-Rab2 wt beads, Bodipy-GTP binding | GTP binding activity, % at 10 µM | 190,000 tested, 0.19% active;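 active = GTP binding activity at least 20 points away from 100%, either lowered or raised; inconclusive = signal likely due to the compound's own green fluorescence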;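 note: 0% = beads with excess unlabeled GTP and 100% = no-compound control corrected for plate trend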
Numbers without * were called inactive; ? = inconclusive; / = no result given.

Values run as follows: Rac1 act GTP bind	Pf gametocyte	HRas wt GTP	Cdc42 wt GTP	ABCB1 block	Rab7 wt GTP bind	ABCG2 inh	Avidin bead fluor	Rac1 wt modul	Mcl1-Noxa inh	Rab2 wt GTP
FC(F)(F)c1cccc(NC(=S)NCc2ccccn2)c1
 : 102.0	5.0	99.0	100.0	-0.4	100.0	-1.7	9	103.0	-10.0	101.0
CCc1ccc(NC(=O)CN(c2ccc3c(c2)OCO3)S(=O)(=O)c2c(C)noc2C)cc1
 : 99.0	/	102.0	104.0	0.3	100.0	3.0	9	106.0	18.7	101.0
CCCC(=O)Nn1cnc2c(c1=O)C1(CCCCC1)Cc1ccccc1-2
 : 100.0	/	100.0	99.0	0.8	100.0	1.8	35	107.0	11.9	100.0
O=C(CCSc1ccc(Cl)cc1)N1CCCCCC1
 : 97.0	/	101.0	102.0	0.5	101.0	5.2	11	105.0	16.9	102.0
S=C(c1ccc(Br)cc1)N1CCN(Cc2ccccc2)CC1
 : 101.0	/	102.0	102.0	-0.2	98.0	-0.9	5	105.0	17.7	100.0
Cn1cccc1/C=N/N1CCN(c2ccccn2)CC1
 : 102.0	-5.0	101.0	101.0	0.3	102.0	2.3	4	106.0	14.5	102.0
COc1ccc(C)cc1S(=O)(=O)N(C)CC(=O)N1CCN(C)CC1
 : 94.0	/	95.0	95.0	-1.9	97.0	-2.0	3	95.0	9.4	96.0
COc1ccc2c(c1)[nH]c1c(Cl)ncnc12
 : 96.0	-12.8	96.0	103.0	0.1	99.0	19.6	11	98.0	-3.8	95.0
CCC1CCCCN1C(=S)Nc1cccc(S(=O)(=O)N(C)C)c1 (stereo not given)
 : 92.0	/	99.0	97.0	0.6	96.0	4.5	8	99.0	11.9	97.0
Cc1ccc(Nc2nc(-c3sc(NC(=O)c4ccc([N+](=O)[O-])cc4)nc3C)cs2)cc1
 : 97.0	/	101.0	102.0	-0.3	102.0	-0.7	4	100.0	46.9	97.0
FC(F)(F)COc1nc(N/N=C/c2cccnc2)nc(N2CCCCC2c2ccccn2)n1 (stereo not given)
 : 96.0	3.0	98.0	99.0	4.0	106.0	4.4	7	100.0	6.5	98.0
CN(CC#CCC(c1ccccc1)c1ccccc1)C(C)(C)C
 : 99.0	/	101.0	101.0	3.0	102.0	8.4	13	105.0	-12.3	104.0
COc1ccc(-c2cc(C(F)(F)F)nc(SCC(=O)N3CC(C)OC(C)C3)n2)cc1OC (stereo not given)
 : 101.0	/	104.0	105.0	3.5	103.0	3.9	6	105.0	13.3	104.0
CC(C)Cn1c(CN2CCN(C(=O)c3ccco3)CC2)nc2c1c(=O)n(C)c(=O)n2C
 : 98.0	/	104.0	100.0	0.5	106.0	0.6	22	102.0	2.7	101.0
CCOC(=O)C1=C(C)NC(=O)C1(NC(=O)c1cccnc1)C(F)(F)F (stereo not given)
 : 100.0	/	101.0	102.0	0.2	98.0	1.1	39	102.0	5.1	101.0
CC(=O)N1CCCC(C(=O)c2ccc3c4c(cccc24)CC3)C1 (stereo not given)
 : 96.0	-2.7	97.0	96.0	-2.1	96.0	-2.5	10	97.0	4.3	97.0
COc1ccccc1/C=C/C(=O)c1ccc(NC(C)=O)cc1
 : 99.0	-7.8	98.0	100.0	1.0	99.0	40.8	8	101.0	20.8	97.0
COc1ccc(C(=O)NNC(=O)CSc2nnc(COc3ccccc3)n2C)cc1
 : 94.0	14.8	97.0	96.0	1.0	96.0	3.2	15	93.0	2.8	96.0
CCc1cc2c(SCC(=O)c3cccs3)ncnc2s1
 : 96.0	-3.2	101.0	100.0	1.2	103.0	21.8	12	106.0	-0.1	99.0
CCOC(=O)C1CCN(C(=O)Nc2ccc(OC)c(OC)c2)CC1
 : 100.0	/	101.0	103.0	0.3	100.0	1.4	15	108.0	-7.0	103.0
CCOc1ccc(N(Cc2ccc(OC)cc2)C(=O)c2ccco2)cc1
 : 91.0	-11.3	96.0	89.0	0.7	103.0	1.7	25	93.0	-13.9	93.0
N#C/C(=C\c1cccc([N+](=O)[O-])c1)C(=O)NCc1cccnc1
 : 97.0	4.9	99.0	101.0	0.9	99.0	9.5	18	101.0	25.3	99.0
C=CCn1c(Cc2ccc(OCC)cc2)nnc1SCC(N)=O
 : 95.0	-7.5	96.0	96.0	0.1	94.0	1.4	16	96.0	4.5	96.0
Cc1ccc(S(=O)(=O)N2CCN(C(=O)c3c(C)nn(-c4ccccc4)c3Cl)CC2)cc1
 : 99.0	/	99.0	100.0	1.5	103.0	4.7	22	102.0	-11.5	99.0
CC(C(=O)O)n1c(C(F)(F)F)nc2ccccc21 (stereo not given)
 : 98.0	/	100.0	101.0	-0.1	102.0	2.7	12	103.0	5.2	99.0
COc1ccc(-c2cnc3ncnn3c2N)cc1
 : 95.0	-18.6	98.0	97.0	0.6	96.0	1.1	10	98.0	7.0	93.0
CCCOC(=O)c1ccc(NC(=O)Oc2ccccc2)cc1
 : ?	-9.5	?	?	-0.1	?	0.2	37	?	-0.2	?
CN(C)c1ccc(C=C2C(=O)OC(C)(C)OC2=O)cc1
 : 95.0	-8.9	98.0	97.0	0.3	101.0	2.5	8	96.0	-3.2	98.0
COc1cc(Nc2cc(C)nc3nc(C)nn23)cc(OC)c1OC
 : 98.0	/	101.0	101.0	0.0	102.0	0.4	7	105.0	-17.8	103.0
COc1ccc(C(=O)/C=C/C(=O)N(CC(=O)NC2CCCCC2)Cc2ccccc2)c(O)c1
 : 96.0	12.9	98.0	92.0	0.7	103.0	0.8	7	97.0	6.0	97.0
CCCc1nc2ccccc2c2nc(N)nn12
 : 97.0	/	97.0	97.0	0.7	95.0	7.5	28	100.0	4.3	97.0
COc1ccc(/C=N/NC(=O)CN(c2ccc(OC)cc2)S(=O)(=O)c2ccccc2)cc1
 : 92.0	-1.2	94.0	93.0	4.2	93.0	12.1	9	92.0	4.0	94.0
Cc1sc(NC(=O)c2ccco2)c(CN2CCC(C)CC2)c1C
 : 97.0	0.5	98.0	100.0	0.0	100.0	0.4	38	101.0	-8.0	99.0
CC(C)NC(=O)C1CCN(C(=O)c2ccc(-c3ccccc3)cc2)CC1
 : 96.0	/	101.0	102.0	1.5	101.0	10.8	9	98.0	-14.0	101.0
CC(C)c1nc2ccc(C(=O)O)cc2[nH]1
 : 99.0	4.9	104.0	102.0	0.2	100.0	0.8	16	99.0	-2.2	105.0
O=C(NCCCN=C1NS(=O)(=O)c2ccccc21)c1ccc(S(=O)(=O)N2CCOCC2)cc1
 : 97.0	/	104.0	101.0	0.0	106.0	-0.2	18	103.0	-1.1	105.0
CCOC(=O)c1oc2ccc(S(=O)(=O)n3nc(-c4cc(OC)c(OC)c(OC)c4)cc3N)cc2c1C
 : 94.0	1.5	96.0	97.0	1.3	105.0	0.2	12	97.0	8.4	98.0
CC(C)(C)c1ccc(S(=O)(=O)N2CCCCC2C(=O)NCc2ccccn2)cc1 (stereo not given)
 : 104.0	/	100.0	100.0	-2.4	100.0	-2.4	8	102.0	-5.7	100.0
COC(=O)C1CSC(C(=O)OC)N1C(=O)Nc1ccc(Cl)c(Cl)c1 (stereo not given)
 : 95.0	/	99.0	100.0	0.6	95.0	4.9	8	97.0	6.4	97.0
Cc1ccc2c(c1)NC(=O)C(CC(=O)NCCN(C)C)O2 (stereo not given)
 : ?	/	?	?	-2.4	?	-0.4	9	?	2.3	?
Nc1cc(C(F)(F)F)ccc1C(=O)O
 : 100.0	/	100.0	102.0	0.3	97.0	0.5	11	105.0	24.7	99.0
CC(C)(C)c1ccc(-c2ncccc2O)cc1
 : 92.0	9.2	95.0	96.0	-0.3	104.0	1.0	8	95.0	13.3	98.0
Cc1ccc(C(=O)NCCc2sc(C)nc2C)cc1
 : 100.0	0.6	100.0	100.0	0.4	99.0	10.5	10	102.0	15.8	99.0
COc1ccc(C2CC(c3ccccc3)=NN2C(=O)COC(=O)c2nc3nccc(C)n3n2)cc1 (stereo not given)
 : 97.0	1.0	97.0	95.0	0.9	95.0	7.3	10	101.0	11.0	96.0
O=C(NCc1cccnc1)/C(=C/c1ccc(-c2cccc(C(F)(F)F)c2)o1)NC(=O)c1ccccc1
 : 98.0	-5.7	98.0	97.0	0.1	88.0	3.4	7	98.0	30.4	98.0
O=C(c1ccccc1F)N1CCN(c2ccc([N+](=O)[O-])c3cccnc23)CC1
 : 95.0	-7.5	96.0	96.0	1.1	100.0	7.9	10	99.0	16.6	97.0
CCSc1nc(-c2cccnc2)ccc1C#N
 : 97.0	18.9	100.0	99.0	0.2	95.0	19.9	13	100.0	-4.9	98.0
CCOc1nnc(C)c2c(C)n(-c3cccc(Cl)c3)nc12
 : ?	/	?	?	0.4	?	1.9	45	?	8.5	?
CC(=O)Nc1ccc(C(=O)N/N=C/c2cccnc2)cc1
 : 100.0	5.7	101.0	100.0	-0.2	100.0	-5.2	11	104.0	5.4	101.0
Cn1c(SCC(=O)c2ccc3c(c2)OCO3)nnc1-c1ccccn1
 : 92.0	/	93.0	92.0	0.9	95.0	8.4	29	93.0	2.1	94.0
CC(C)n1nnnc1SCC(=O)Nc1ccccc1N1CCOCC1
 : 96.0	11.7	99.0	100.0	0.5	100.0	1.1	21	101.0	2.9	100.0
O=C(N/C=C/c1ccc(Cl)cc1)NCc1ccc(Cl)cc1
 : 91.0	12.2	92.0	92.0	-0.2	93.0	-0.3	36	91.0	2.6	93.0
Cc1cc(C(=O)Nc2sc3c(c2C#N)CCCCC3)cs1
 : 93.0	/	95.0	93.0	1.1	96.0	1.0	9	96.0	14.2	92.0
Cc1ccc(COC(=O)c2nn(-c3ccccc3)nc2N)cc1
 : 86.0	-27.4	92.0	88.0	-0.1	101.0	3.1	15	95.0	0.3	87.0

Assay outcomes (PubChem)

Outcome played no part in choosing rows; any-hit rate near 2.3%.
